# High-throughput results (PubChem BioAssay)
# NPY Y2 blocker = NPY-Y2 receptor antagonists, primary screen, cell-based; Neuropeptide Y receptor type 2 (Homo sapiens), P49146; inhibition, % at 2.7 µM; NPY-Y2 expressing cells, antagonist mode; 0.99% of 140,000 active; AID 793, 2007; in the data active = inhibition above about 17%;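 note: 0% = vehicle with agonist challenge and 100% = reference antagonist with challenge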
# Target sequence (P49146 whole entry, looked up): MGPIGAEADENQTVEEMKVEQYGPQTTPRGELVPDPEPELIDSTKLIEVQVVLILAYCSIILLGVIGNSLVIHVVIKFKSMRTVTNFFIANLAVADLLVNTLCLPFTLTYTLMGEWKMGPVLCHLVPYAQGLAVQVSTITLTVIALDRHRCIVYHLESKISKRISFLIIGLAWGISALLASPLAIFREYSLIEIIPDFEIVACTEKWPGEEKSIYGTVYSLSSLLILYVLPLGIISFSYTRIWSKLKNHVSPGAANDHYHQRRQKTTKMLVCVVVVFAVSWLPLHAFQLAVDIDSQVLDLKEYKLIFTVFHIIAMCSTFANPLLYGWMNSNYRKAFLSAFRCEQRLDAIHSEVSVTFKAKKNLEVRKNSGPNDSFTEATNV
# Yeast lifespan up = compounds extending yeast replicative lifespan, primary screen, S. cerevisiae, OD615; S. cerevisiae growth with nicotinamide; deaD strain in restrictive glucose medium; inhibition of the nicotinamide effect, % at 10 µM; 0.68% of 130,000 active; AID 775, 2007;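 active = inhibition above a set limit, placed 3 SD over the median of all compounds, cut at about 26% in these data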;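 note: 0% = nicotinamide-treated wells and 100% = cells grown without nicotinamide; some compounds called inactive have numbers as strong as hits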
#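 Assay system: DeaD-strain S. cerevisiae. Medium: CSMM-D glucose medium, restrictive. Reagent: nicotinamide, 1.5 mM, co-present with compound. Compound: 10 µM single point, 0.25% DMSO. Schedule: culture preincubation 4 h, compound exposure 48 h, both 30 °C. Detection: absorbance at 615 nm.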
# Yeast growth inh = growth inhibitors of yeast BB579 in restrictive medium, primary screen, yeast lifespan-shortening project, S. cerevisiae; OD615, 48 h; inhibition, % at 10 µM; 0.51% of 140,000 active;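 active = inhibition above a set limit, 3 SD over the mean compound inhibition, cut at about 44% in these data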; note: inactives centre near -24
#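 test system = yeast BB579 (DeaD) | buffer or medium = restrictive CSMM-D medium | doses = single compound dose of 10 µM, 0.25% DMSO final | times = 4 h preincubation and 48 h exposure at 30 °C | technique = culture absorbance at 615 nm | benchmarks = amphotericin B 10 µg/mL, positive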
# Measles CPE = compounds protecting cells from measles virus cytopathic effect, primary screen, measles RdRp inhibitor project, single point, MLSMR library, absorbance; Measles virus-infected cells, CPE protection; protection (pct of control), % at 4 µM; 1.5% of 140,000 active; AID 841, 2007; in the data active = protection mostly above about 24%, no sharp cut-off; inactive = mostly below about 26%; note: some compounds called inactive have numbers as strong as hits
# GALR2 blocker = GALR2 antagonists in receptor-expressing cells, primary screen; Galanin receptor type 2 (Homo sapiens), O43603; antagonist mode; inhibition, % at 4 µM; 0.39% of 140,000 active; AID 828, 2007; in the data active = inhibition above about 27%;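 note: cells stimulated with galanin 1-16 at roughly its EC80; 0% = agonist challenge control and 100% = basal control without agonist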
# Target sequence (O43603 whole entry, looked up): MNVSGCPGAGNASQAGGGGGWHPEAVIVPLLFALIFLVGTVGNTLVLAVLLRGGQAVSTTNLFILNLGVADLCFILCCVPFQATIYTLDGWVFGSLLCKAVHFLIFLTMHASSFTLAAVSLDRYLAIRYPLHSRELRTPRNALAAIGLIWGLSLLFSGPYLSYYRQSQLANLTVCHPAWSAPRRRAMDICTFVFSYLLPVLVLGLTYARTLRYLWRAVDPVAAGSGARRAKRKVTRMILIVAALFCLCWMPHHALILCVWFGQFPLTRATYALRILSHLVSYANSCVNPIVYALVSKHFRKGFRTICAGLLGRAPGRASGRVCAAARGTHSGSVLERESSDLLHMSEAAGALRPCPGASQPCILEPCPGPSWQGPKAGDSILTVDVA
# Phagocyt inh = inhibitors of macrophage phagocytosis, primary screen, imaging, J774A.1 cells, IgG beads. J774A.1 macrophage IgG-bead phagocytosis. inhibition, % at 5 µM. 0.07% of 110,000 active;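 active = inhibition above the mean of the plate negative controls plus 5 SD, cut at about 13% in these data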;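 note: phagocytic index as fraction of beads internalized from green versus red external bead signal; plate controls were DMSO negative control for no effect and cytochalasin-D positive control for full effect; some results beyond the cut were filed as inactive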
# bCat KO growth = primary screen for growth suppressors in beta-catenin knockout HCT116 cells (colon tumor, human); HCT116 beta-catenin knockout viability, CellTiter-Glo, 60 h; stronger effect = lower value; viability, % at 10 µM; 1.5% of 140,000 active; AID 818, 2007;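 active = viability at or under a set limit, the compound median less 4 SD, cut at about 6% in these data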;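 note: 0% = Hyamine 1622 control at 20 µM and 100% = untreated cell control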
# E-sel TNF inh = E-selectin induction blockers in HUVEC – imaging, immunofluorescence, high content, primary screen; HUVEC TNFa-induced E-selectin immunofluorescence; inhibition, % at 2 µM; 0.71% of 120,000 active; AID 1246, 2008;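 active = inhibition above the batch mean plus 3 SD, and confirmed as a hit on visual image review, cut at about 43% in these data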;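 note: 0% = TNF-stimulated DMSO wells and 100% = unstimulated control wells; not every result past the cut was called active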
# PTEN del growth = growth suppression of PTEN-null HCT116, primary screen, cell-based, CellTiter-Glo; HCT116 PTEN-null viability, 60 h; stronger effect = lower value; AID 827, 2007; 1.2% of 140,000 active; viability, % at 10 µM;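 active = viability at or below a set limit, 4 SD under the median of all tested compounds, cut at about 3.7% in these data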;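 note: PTEN knockout HCT116 line with beta catenin targeted HCT116 as companion control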
# MRP1 act = H69AR viability gain despite doxorubicin, primary screen, MRP-1 activator project, H69AR cells, CellTiter-Glo. AID 799, 2007. 0.61% of 140,000 active. viability increase, % at 10 µM. viability rescue;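 active = viability gain under doxorubicin at or above a set limit, the compound median plus 3 SD, cut at about 4.7% in these data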;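 note: MRP-1 overexpressing cells given doxorubicin 25 µM after compound pretreatment; 18-22 h compound pretreatment then 72 h with doxorubicin before readout; 0% = doxorubicin-only wells and 100% = vehicle-treated cells without doxorubicin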
# Starred values were filed as active, the others as inactive; x = no result given.
# The first two records (preview)
1. Cc1c(Br)c([N+](=O)[O-])nn1C(C)C(=O)Nc1c(C)n(C)n(-c2ccccc2)c1=O (configuration not stated)
2. O=C(CCN1CCCCC1)c1ccc2c(c1)OCCO2
Compound	1	2
NPY Y2 blocker	7	1
Yeast lifespan up	-2	8
Yeast growth inh	-21	-63
Measles CPE	4	20
GALR2 blocker	-9	11
Phagocyt inh	-2	0
bCat KO growth	83	91
E-sel TNF inh	-18	13
PTEN del growth	86	98
MRP1 act	-1.8	-1.9

# All compounds of this part, previewed entries included:
1. Cc1c(Br)c([N+](=O)[O-])nn1C(C)C(=O)Nc1c(C)n(C)n(-c2ccccc2)c1=O (configuration not stated)
2. O=C(CCN1CCCCC1)c1ccc2c(c1)OCCO2
3. COC(=O)c1ccc(CSc2ccc3nnc(-c4ccccn4)n3n2)o1
4. NC(=O)N1OCC2COc3ccc4ccccc4c3C21 (configuration not stated)
5. COCCNC(=O)CS(=O)Cc1nc(-c2ccccc2C)oc1C (configuration not stated)
6. CC1CN(c2nc(-c3ccccc3)nnc2-c2ccccc2)CC(C)O1 (configuration not stated)
7. CCOC(=O)CSc1nn(C)c(=S)s1
8. COc1ccccc1NS(=O)(=O)c1cc(Cl)ccc1OC
9. CCOC(=O)N1CCN(C(=O)C2CCN(S(=O)(=O)c3ccc(Br)s3)CC2)CC1
10. O=C(Nc1cnc2ccccc2c1)N1CCOCC1
Compound	1	2	3	4	5	6	7	8	9	10
NPY Y2 blocker	7	1	1	2	1	5	2	4	-3	-1
Yeast lifespan up	-2	8	-4	-17	-4	-2	-10	-9	-9	-11
Yeast growth inh	-21	-63	-73	-18	23	-20	-11	-11	-61	1
Measles CPE	4	20	10	6	16	4	19	9	3	38
GALR2 blocker	-9	11	1	0	-10	-14	-7	4	-13	-1
Phagocyt inh	-2	0	0	-1	0	-2	0	0	-1	0
bCat KO growth	83	91	98	93	100	73	100	94	95	97
E-sel TNF inh	-18	13	x	1	-11	1	x	-24	13	-7
PTEN del growth	86	98	103	97	102	63	109	91	93	90
MRP1 act	-1.8	-1.9	-1.4	-2.3	-1.9	-5.8	-0.1	-2.8	-1.1	-0.9

11. COC(=O)c1ccc(=O)n(Cc2ccc3c(c2)OCO3)c1
12. COc1cc(C)nc(N2CCC(C(=O)NC3CCCCC3)CC2)n1
13. O=C(CCC(=O)Nc1ccccc1Cl)NNC(=O)c1ccco1
14. CCNC(=S)N(CCc1ccccc1C)Cc1cc2cc(OC)c(OC)cc2[nH]c1=O
15. COc1ccccc1NC(=O)C1CCCN(c2cc(C)nc3ncnn23)C1 (configuration not stated)
16. CC(C)NC(=O)c1onc(CSc2ccc(F)cc2)c1C(=O)O
17. Cn1c(SCC(=O)Nc2ccccc2F)nnc1-c1cc2ccccc2o1
18. CN(C)c1cc(=O)n2c(n1)SCCC2
19. CC(CCc1ccccc1)NC(=O)C1CCN(c2nnc(-n3cccc3)s2)CC1 (configuration not stated)
20. N#C/C(=C\c1ccc(O)c(O)c1)C(=O)NCCCc1ccccc1
Compound	11	12	13	14	15	16	17	18	19	20
NPY Y2 blocker	4	3	2	-1	1	4	4	-1	8	0
Yeast lifespan up	-5	-11	6	-1	x	-8	-6	-9	-1	-3
Yeast growth inh	-15	-50	-11	-23	2	-39	-30	-28	-16	-17
Measles CPE	1	7	24	18	5	1	4	6	11	24
GALR2 blocker	9	-11	12	4	5	-4	-5	1	15	10
Phagocyt inh	-1	0	-10	-10	x	x	x	x	0	x
bCat KO growth	90	97	95	78	93	104	94	95	87	59
E-sel TNF inh	20	10	x	-19	-9	11	-15	7	-31	x
PTEN del growth	89	101	103	87	93	95	85	95	102	59
MRP1 act	-2.0	0.4	2.2	-1.6	-2.1	-1.3	-1.2	-1.0	-0.3	-3.1

21. CCN(CC)c1ccc(/C=C2\CCC(/C=N/NC(=O)c3ccc(=O)n(C)c3)=C2N2CCOCC2)cc1
22. O=C(NCCOC(=O)c1ccc(C(=O)OCCNC(=O)c2ccccc2)o1)c1ccccc1
23. O=S(=O)(c1cccc2cccnc12)N1CCc2ccccc21
24. CCN1CCN(C(c2cc(OC)ccc2OC)c2nnnn2Cc2ccccc2)CC1 (configuration not stated)
25. O=C1CC(c2ccc(F)cc2)Sc2ccccc2N1 (configuration not stated)
26. c1ccc(COc2ccc(Nc3ncnc4nc[nH]c34)cc2)cc1
27. O=C(CSc1nnc(-c2cccs2)o1)N1CCCCC1
28. COc1cccc(C2=NOC(C(=O)Nc3ccc(OC)c(OC)c3)C2)c1 (configuration not stated)
29. Cc1sc2nc(C(C)Nc3ccccc3N3CCOCC3)[nH]c(=O)c2c1C (configuration not stated)
30. Cc1cccc(-c2cc(C(=O)N3CCCc4ccccc43)c3ccccc3n2)c1
Compound	21	22	23	24	25	26	27	28	29	30
NPY Y2 blocker	-4	3	1	1	1	-3	0	0	-2	16
Yeast lifespan up	-3	-9	-15	-7	-10	-11	-9	-17	-8	5
Yeast growth inh	-23	-15	-33	0	-33	-10	-18	2	-33	2
Measles CPE	9	8	3	x	5	6	9	28	29	11
GALR2 blocker	-2	-6	-1	1	2	1	-8	8	-13	7
Phagocyt inh	-5	-1	-3	-1	x	-1	1	3	2	-9
bCat KO growth	81	103	101	101	93	52	100	96	87	69
E-sel TNF inh	x	5	-15	-34	8	9	x	x	x	x
PTEN del growth	77	100	101	100	85	74	107	100	75	64
MRP1 act	-2.5	-1.6	-0.7	-1.6	-1.1	0.2	-1.1	-0.7	-2.6	0.8

# Full records as entered above. Screens in order: NPY Y2 blocker | Yeast lifespan up | Yeast growth inh | Measles CPE | GALR2 blocker | Phagocyt inh | bCat KO growth | E-sel TNF inh | PTEN del growth | MRP1 act
# Listed for `CCN(CC)c1ccc(/C=C2\CCC(/C=N/NC(=O)c3ccc(=O)n(C)c3)=C2N2CCOCC2)cc1` : -4 | -3 | -23 | 9 | -2 | -5 | 81 | x | 77 | -2.5
# Listed for `CCN1CCN(C(c2cc(OC)ccc2OC)c2nnnn2Cc2ccccc2)CC1` (configuration not stated) : 1 | -7 | 0 | x | 1 | -1 | 101 | -34 | 100 | -1.6

# Next structures follow:
31. COn1c(SCc2cccnc2)nc2ccccc2c1=O
32. Cc1ccc(-c2nnc(SCC(=O)Nc3ccccc3N3CCOCC3)o2)cc1
33. Cc1nn(C)c(Cl)c1NC(=O)OCc1ccccc1
34. CC1=C(C(=O)Nc2ccccc2Cl)C(c2ccc(N(C)C)cc2)NC(=O)N1 (configuration not stated)
35. COc1cc(C(=O)NNC(=O)C2CC=CCC2C(=O)O)cc(OC)c1OC (configuration not stated)
36. CCOC(=O)c1ccccc1NC(=O)CN(c1ccccc1OCC)S(C)(=O)=O
37. CC(=O)c1sc(N/N=C\c2ccc(C)cc2)nc1C
38. CCc1ccccc1NC(=O)CN(C)C(=O)CSc1nnc(Nc2cccc(C)c2)s1
39. CCCCCC(C(=O)O)C(C)CC(=O)NC1CCCCC1 (configuration not stated)
40. Cc1ccc(P(C)(=O)c2ccc(C)cc2)cc1
Compound	31	32	33	34	35	36	37	38	39	40
NPY Y2 blocker	1	-1	2	1	5	0	-3	5	5	2
Yeast lifespan up	-11	-24	-11	-25	3	3	-3	4	-15	-8
Yeast growth inh	-40	-5	-10	-41	-19	-61	-46	-27	-18	6
Measles CPE	19	2	0	5	15	9	2	6	3	24
GALR2 blocker	10	4	12	18	10	-7	0	7	-17	4
Phagocyt inh	0	6	0	2	-5	0	-1	-1	0	-2
bCat KO growth	101	97	104	87	102	99	74	85	95	113
E-sel TNF inh	x	-18	x	x	x	x	x	-28	x	5
PTEN del growth	105	93	95	77	101	103	68	89	91	97
MRP1 act	-1.0	-0.4	-2.9	-2.6	-1.5	-0.8	2.2	-1.6	-1.4	-1.9

41. O=C(CSc1nc2ccccc2o1)Nc1nc(-c2ccccc2)cs1
42. O=C1C2CCCN2C(c2ccc(Br)cc2)N1c1ccc(F)cc1 (configuration not stated)
43. O=C(Nc1ccc(N2CCOCC2)cc1)C1CC1
44. O=c1cc(O)c2sc3nc(-c4ccccc4)cc(C(F)(F)F)c3c2[nH]1
45. CCOC(=O)c1cc(C#N)c(Oc2ccc(F)cc2)nc1-c1ccccc1
46. Cc1oc(-c2nc3ccccc3n2C)cc1C(=O)c1ccccc1
47. CCCc1cc(Nc2ccccc2OCC)n2ncnc2n1
48. COc1cc(NC(=O)c2ccc(OC)c([N+](=O)[O-])c2)ccc1NC(=O)c1cccs1
49. Cc1n[nH]c(C)c1S(=O)(=O)N1CCc2ccccc21
50. O=C(CN1C(=O)CSc2ncccc21)NCCN1CCOCC1
Compound	41	42	43	44	45	46	47	48	49	50
NPY Y2 blocker	13	6	-2	2	5	3	-1	0	1	1
Yeast lifespan up	-4	-6	0	-5	-5	-5	-7	0	0	-3
Yeast growth inh	-52	-9	-24	0	-56	-20	-41	-38	-28	-26
Measles CPE	6	7	10	x	6	5	4	7	12	9
GALR2 blocker	10	0	-7	2	-4	24	5	-1	13	3
Phagocyt inh	-11	x	0	-4	x	x	x	-6	-2	0
bCat KO growth	90	70	96	80	69	66	82	100	85	95
E-sel TNF inh	x	3	-5	x	-20	-15	-1	x	x	x
PTEN del growth	103	74	112	85	62	57	80	98	83	106
MRP1 act	-0.3	-1.5	-1.5	-2.7	-3.0	-1.9	-1.8	-1.9	-3.9	-1.1

51. Cc1ccc2sc(NC(=O)CN3C(=O)CCC3=O)nc2c1C
52. COC(=O)c1cc(Cl)c(NC(=O)c2ccc(F)cc2)cc1OC
53. CC1CCCC(C)N1C(=O)CN1CCN(c2nc(-c3ccc(F)cc3)cs2)CC1 (configuration not stated)
54. Cc1nc2cc(C(F)(F)F)ccc2n1C1CCN(CC(=O)NC(C)(C)C)CC1
55. Cc1ccc(C)c2[nH]c(=O)c(C(c3nnnn3Cc3ccccc3)N3CCc4ccccc4C3)cc12 (configuration not stated)
56. CC(C)CC(=O)Nc1ccc2nn(-c3ccccc3)nc2c1
Compound	51	52	53	54	55	56
NPY Y2 blocker	1	5	4	0	4	-2
Yeast lifespan up	-11	-4	1	-6	2	-5
Yeast growth inh	-47	-32	-53	0	-72	-31
Measles CPE	11	5	12	7	25	3
GALR2 blocker	6	2	-6	-31	4	-2
Phagocyt inh	-1	x	0	-1	1	3
bCat KO growth	105	91	52	63	83	89
E-sel TNF inh	0	x	x	2	19	-3
PTEN del growth	108	93	62	61	78	84
MRP1 act	0.8	-2.0	-1.0	-3.0	-1.8	0.0
